# Assay outcomes from PubChem.
# RPL19A TOR yeast = yeast TOR pathway RPL19A-GFP modulation. 330,000 tested, 0.3% active. percent response vs DMSO, % at 10 µM. AID 2025. S. cerevisiae RPL19A-GFP strain, flow cytometry, 3 h; stronger effect = lower value;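 active = percent response vs DMSO below 50%; inconclusive = fewer than 70 events counted for the yeast strain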;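 also: median channel GFP fluorescence of the barcoded RPL19A-GFP strain; ratio of sample median GFP to plate DMSO average so 100% = DMSO; lower means less RPL19A-GFP as with rapamycin TOR inhibition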
# procasp3 activ = activates human procaspase-3; activation, % at 8.5 µM; recombinant procaspase-3 D3A, Ac-DEVD-pNA absorbance 405 nm; 330,000 tested, 0.11% active; P42574;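 active = activation above the mean of all tested compounds plus 3 SD, cut at about 21% in these data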;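 also: 0% = DMSO alone and 100% = DMSO wells spiked with extra 5 µM PC-3 D3A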
# Target sequence (P42574 whole entry D9A/D28A/D175A): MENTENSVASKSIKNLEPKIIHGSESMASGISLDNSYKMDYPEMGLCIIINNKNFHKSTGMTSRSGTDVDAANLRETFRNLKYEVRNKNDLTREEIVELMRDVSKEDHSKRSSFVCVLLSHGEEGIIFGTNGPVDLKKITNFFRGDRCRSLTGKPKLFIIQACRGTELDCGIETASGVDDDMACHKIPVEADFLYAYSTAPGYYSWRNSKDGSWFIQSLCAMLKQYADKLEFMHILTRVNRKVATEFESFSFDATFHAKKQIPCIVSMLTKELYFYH
#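 Assay system: Autoprocessing-dead procaspase-3 D3A mutant enzyme; also added: Ac-DEVD-pNA; doses: one concentration, 8.5 µM nominal, 0.8% DMSO; times: 1 h compound preincubation, 2 h substrate hydrolysis at 25 °C; technique: 405 nm absorbance of p-nitroaniline, reads at 0 and 120 min; measure: % activation between DMSO and enzyme-spiked controls; repeats: single replicate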
# GASC-1 inh = inhibitors of human GASC-1 (JMJD2C) demethylase. Q9H3R0. GST-JMJD2C(1-420) H3K9me3 demethylation, DELFIA europium. inhibition, % at 2.35 µM. 330,000 tested, 0.069% active. AID 2099;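 active = more than half of a compound's replicate wells show inhibition beyond 50%, single wells judged on their own value; inconclusive = some, but no more than half, of replicates pass 50% inhibition; inactive = no replicate passes 50% inhibition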;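 also: signal counts dimethyl H3K9 product captured on neutravidin plate; 0% = median of DMSO wells and 100% = 0.3 times that DMSO median; strong numbers were not always called active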
# Target sequence (Q9H3R0 1-420 limits assumed): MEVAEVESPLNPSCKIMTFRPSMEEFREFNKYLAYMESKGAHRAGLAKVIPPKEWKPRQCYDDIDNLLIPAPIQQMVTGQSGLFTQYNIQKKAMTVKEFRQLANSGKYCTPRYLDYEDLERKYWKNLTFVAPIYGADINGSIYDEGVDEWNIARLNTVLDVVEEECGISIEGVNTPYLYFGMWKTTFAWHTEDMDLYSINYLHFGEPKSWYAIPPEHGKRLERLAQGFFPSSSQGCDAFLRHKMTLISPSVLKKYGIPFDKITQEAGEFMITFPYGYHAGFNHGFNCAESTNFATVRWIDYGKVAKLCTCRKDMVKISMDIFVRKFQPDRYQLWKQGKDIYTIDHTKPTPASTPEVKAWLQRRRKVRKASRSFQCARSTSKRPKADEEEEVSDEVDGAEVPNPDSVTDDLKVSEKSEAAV
# MEP2 TOR yeast = modulators of TOR pathway MEP2-GFP in S. cerevisiae. GFP response vs DMSO, % at 10 µM. 330,000 tested, 0.51% active. AID 2016. S. cerevisiae MEP2-GFP strain, flow cytometry GFP, 3 h; 100% = DMSO control level;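 active = GFP response versus DMSO above a set limit, roughly screen mean plus 3 SD, cut at about 180% in these data; inconclusive = fewer than 70 cells counted for a yeast strain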;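 also: median GFP fluorescence of the barcode-gated MEP2-GFP cells per well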
# procasp7 counter = activates human procaspase-7, counter-screen for procaspase-3 activators; P55210; recombinant procaspase-7, Ac-DEVD-pNA absorbance 405 nm; D23A/D198A/D206A triple mutant, cannot self-cleave; scale: DMSO 0, 5 µM enzyme 100; activation, % at 8.5 µM; 330,000 tested, 0.093% active; AID 463210;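 active = percent activation above the screen-wide mean plus 3 SD, cut at about 25% in these data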
# Target sequence (P55210 whole entry D23A/D198A/D206A): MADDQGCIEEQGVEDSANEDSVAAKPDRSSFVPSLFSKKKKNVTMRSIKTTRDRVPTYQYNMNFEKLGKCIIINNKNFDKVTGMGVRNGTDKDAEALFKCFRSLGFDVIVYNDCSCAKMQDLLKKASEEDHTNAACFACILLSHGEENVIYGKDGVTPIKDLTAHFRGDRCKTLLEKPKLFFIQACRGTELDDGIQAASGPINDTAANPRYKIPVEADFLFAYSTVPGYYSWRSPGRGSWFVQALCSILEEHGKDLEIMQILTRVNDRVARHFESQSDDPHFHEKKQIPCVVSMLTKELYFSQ
#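 System: Procaspase-7 triple mutant (PC-7 D3A); measure: % activation from two-timepoint absorbance difference, scaled to controls; times: 1 h compound preincubation, 2 h substrate cleavage, 25 °C; also added: Ac-DEVD-pNA substrate, 400 µM as added; measured by: Epi-absorbance of released pNA at 405 nm, two timepoints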
# LAP4 TOR yeast = modulators of TOR pathway LAP4-GFP in S. cerevisiae | GFP response vs DMSO, % at 10 µM | 320,000 tested, 0.34% active | S. cerevisiae LAP4-GFP multiplex, flow cytometry GFP, 3 h; median GFP as percent of DMSO wells | AID 2023;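 active = GFP response vs DMSO above a set limit, about the screen mean plus 3 SD, cut at about 150% in these data; inconclusive = under 70 cell events counted for the yeast strain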
# Yeast superoxide = caloric restriction mimetics inhibiting age-related superoxide in yeast; S. cerevisiae aged cells, superoxide DHE fluorescence; stronger effect = lower value; superoxide response (% of plate mean), % at 10 µM; 330,000 tested, 0.18% active;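 active = superoxide response under a set limit, about three screen SD below normal, cut at about 65% in these data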;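 also: yeast aged for seven days with compound at 30 °C before DHE staining; 100% = average MFI of all compound-treated wells on the plate with controls excluded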
# AHR act = human AHR activation; AID 2796; AHR-responsive luciferase reporter cells, luminescence; activation, % at 5 µM; P35869; 320,000 tested, 2.5% active; in the data active = activation above about 47%;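 also: 0% = vehicle wells and 100% = reference agonist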
# The depositor's hits bear a star; u = inconclusive; x = not tested or not shown; + = active, no number; [ ] = remark or other dose. Rows were taken by chance; overall some 3.8% were active at least once.
# Values run as follows: RPL19A TOR yeast	procasp3 activ	GASC-1 inh	MEP2 TOR yeast	procasp7 counter	LAP4 TOR yeast	Yeast superoxide	AHR act
(1) O=C(/C=C/c1cccs1)NC(=S)NNC(=O)c1ccccc1O
  100	-6	-19	93	-1	95	83	3
(2) O=C(COC(=O)[C@@H]1CCCN1C(=O)c1cccs1)Nc1cccc(Cl)c1
  97	10	5	104	7	103	116	0
(3) CCCN(c1ccc(C(C)C)cc1)S(=O)(=O)c1c(C)noc1C
  100	1	-5	100	3	119	82	-1
(4) O=C(CCNC(=O)c1ccc([N+](=O)[O-])cc1)Nc1ccccc1N1CCCCC1
  102	3	-6	102	6	108	94	0
(5) COc1ccc(CNC(=O)C2CCCN2)cc1OC (centres undefined)
  103	-1	94	101	-1	103	108	-1
(6) CCOC(=O)N1CCN(c2c(F)cc3[nH]c(=S)[nH]c3c2Br)CC1
  99	-8	-6	104	-7	108	102	-7
(7) CCOC(=O)[C@H]1[C@H]2COc3ccc(OC)cc3[C@@H]2N2C(=O)CN(CCc3c[nH]c4ccccc34)C(=O)[C@@]12C
  99	5	-1	94	20	90	79	17
(8) O=C(Nc1c(C(=O)N2CCN(c3ccccn3)CC2)oc2ccccc12)c1ccc([N+](=O)[O-])cc1
  103	4	-2	102	20	100	93	-1
(9) COc1ccc(N2C(=O)CC(Sc3nc4ccccc4s3)C2=O)cc1OC (centres undefined)
  100	-19	-1	101	-16	101	107	7
(10) COc1ccc(C2c3c(nc[nH]c3=O)Oc3nc[nH]c(=O)c32)cc1
  99	8	5	105	1	101	75	1
(11) Cn1c(N)c(C(=O)COC(=O)Cc2ccc(Cl)c(Cl)c2)c(=O)n(C)c1=O
  97	3	1	95	-7	97	88	0
(12) O=C(O)c1ccc(Cl)c(S(=O)(=O)N2CCCC2)c1
  100	-1	5	110	1	97	134	-1
(13) CCSc1ccc([C@@H]2[C@@H]3C(=O)N(CC)C(=O)[C@@H]3[C@]3(C(=O)OC)CCCCN23)cc1OC
  98	-1	2	98	-4	101	98	1
(14) CCc1nnc(NC(=O)C2CCN(C(=O)NC3CCCCC3)CC2)s1
  101	-1	2	103	9	108	93	1
(15) Oc1ccc(/C=N/Nc2nc(-c3ccc(Cl)cc3)cc(C(F)(F)F)n2)cc1
  111	5	12	109	0	108	88	1
(16) O=C(/C=C/c1ccc(F)cc1)NC(=S)NNC(=O)[C@H]1C[C@@H]1c1ccccc1
  100	-9	6	98	-13	95	86	3
(17) N#Cc1c(-c2ccccc2)ccn(Cc2cccc(Cl)c2)c1=O
  99	3	-7	95	8	93	105	2
(18) O=C(Cc1cc(=O)[nH][nH]1)N/N=C/c1c(F)cccc1Cl
  104	-7	19	103	0	96	98	5
(19) COc1ccc(N2CCN(C(=O)c3cc(C)on3)CC2)cc1
  100	4	-9	111	1	96	104	0
(20) CC(C)NS(=O)(=O)c1ccc(CCC(=O)O)cc1
  105	6	13	96	-2	110	104	3
(21) CC(C)(CO)NCc1cccc(OCc2ccc(Cl)cc2)c1
  88	-3	-5	108	3	116	110	1
(22) CC(C(=O)NC1=NCCS1)N1C(=O)C2CC=CCC2C1=O (centres undefined)
  97	-2	-4	106	-19	93	107	13
(23) Cc1ccc(S(=O)(=O)c2nc(-c3ccccc3Br)oc2N(C)C)cc1
  98	-6	-43	92	-7	101	90	-3
(24) CCN1CCN(CC(O)COC(c2ccccc2)c2ccccc2C)CC1 (centres undefined)
  102	-4	9	103	2	94	99	1
(25) Cc1ccc(S(=O)(=O)NC(=O)Nc2cc(C)on2)cc1
  99	0	-12	98	-1	97	82	-2
(26) COC(=O)C1(C)NC(c2ccccc2C)C2C(=O)N(c3ccc(F)cc3)C(=O)C21 (centres undefined)
  98	5	-1	99	-5	94	102	-1
(27) COc1ccc(C2=NN(C(=O)c3ccccc3)C(c3ccc(OC)c(OC)c3)C2)c(OC(C)=O)c1 (centres undefined)
  95	5	1	+	5	101	88	1
(28) C=CCN1C(=O)C(C)S/C1=N\S(=O)(=O)c1ccc(Cl)cc1 (centres undefined)
  104	-8	-1	105	3	96	98	3
(29) CCOc1ccc(CCNC(=O)C2CC(=O)N(c3ccc4c(c3)OCCO4)C2)cc1OCC (centres undefined)
  90	14	-23	97	5	93	106	4
(30) Cc1ccc(N(CC(=O)NC(C)C)C(=O)CCC(=O)Nc2nccs2)cc1
  u	0	5	89[may fluoresce red and violet]	-7	86[may fluoresce red and violet]	101	0
(31) O=C(N=NC(=O)c1ccc2c(O)n(CC3CCCO3)c(O)c2c1)c1cccnc1 (centres undefined)
  99	-5	6	105	9	107	93	-2
(32) COc1cccc(/C=N\NC(C)=O)c1OC/C=C/c1ccccc1
  109	x	-8	102	x	85	99	x
(33) O=C(COC(=O)c1ccc(Cl)c(S(=O)(=O)N2CCCC2)c1)NCc1cccs1
  89	0	-3	129	5	116	105	0
(34) CCC(O)C1CCN(C(=O)c2ccc(OC3CCN(Cc4ccccn4)CC3)cc2)CC1 (centres undefined)
  100	11	5	99	-5	90	105	0
(35) C/C=C(\C)C(=O)Nc1cccc(C2=NOC3(C2)C[C@H](C(N)=O)N(C(=O)c2cc([N+](=O)[O-])cc([N+](=O)[O-])c2)C3)c1 (some centres undefined)
  107	4	-1	97	5	107	116	3
(36) CC(C)[C@H](N)C(=O)NC[C@H]1CC[C@H](C(=O)N[C@@H](Cc2ccccc2)C(=O)O)CC1
  99	1	-11	111	-9	110	80	-1
(37) Cc1ccc(-c2nc3c(c(=O)[nH]c(=O)n3Cc3ccccc3)n2C)s1
  103	-8	8	106	-14	105	110	5
(38) Cn1c(-c2ccccc2)c(C=O)c2ccccc21
  95	-5	13	98	1	97	91	6
(39) CSc1nnc(CNC(=O)c2ccccc2)n1-c1ccc(F)cc1
  101	1	2	112	5	100	101	2
(40) Cn1nnnc1SCC(=O)Nc1ccc(Br)cc1Br
  93	1	-8	98	-1	96	124	0
(41) O=c1[nH]c(/C=C/c2ccccc2Cl)c([N+](=O)[O-])c(=O)[nH]1
  104	x	15	102	x	95	106	x
(42) CCCNC(=O)c1onc(CSc2ccc(F)cc2)c1C(=O)NCC1CC1
  103	9	-1	93	3	126	104	-1
(43) COc1ccc(S(=O)(=O)N2CC(=O)Nc3ccccc32)cc1C
  100	5	-2	103	-1	99	94	1
(44) O=C1CCCc2ccccc2N1Cc1cccc(Cl)c1
  96	-5	8	104	0	119	81	2
(45) Cc1nnc(SCC(=O)NC2CCCCCC2)n1C(C)C
  106	8	3	94	5	95	95	-2
(46) COc1ccc(OC)c(Nc2nc(C)nc3c2oc2ccccc23)c1
  95	-9	1	109	4	102	104	5
(47) COc1cccc(C(=O)N/N=C(/c2ccccc2)c2ccccn2)c1
  98	-1	0	97	-15	90	106	38
(48) Cc1nc(C(=O)Nc2ccc(Cl)cc2Cl)nn1-c1cc(OC(C)C)c(Cl)cc1Cl
  111	-2	-5	109	15	108	126	0
(49) COc1ccc(N/C=C\C(=O)c2ccc3ccccc3c2)cc1
  101	-2	3	106	-3	93	105	4
(50) O=C(COC(=O)C1COc2ccccc2O1)Nc1cccc(F)c1 (centres undefined)
  100	-1	12	103	-7	98	110	0
(51) COC(=O)c1ccccc1NC(=O)CSc1nnnn1CC(=O)O
  102	10	10	105	-8	89	87	1
(52) Cc1ccc2nc(N3CCN(C(=O)CCCC(=O)O)CC3)nc(-c3ccccc3)c2c1
  95	-4	8	102	-11	96	103	0
(53) CC1(c2ccc3ccccc3c2)NC(=O)N(CC(=O)N2CCN(S(=O)(=O)c3ccccc3F)CC2)C1=O (centres undefined)
  95	-4	-7	96	7	95	106	2
(54) CC(=O)Nc1cccc(NC(=O)C2CC(=O)N(C3CCCCC3)C2)c1 (centres undefined)
  100	0	5	101	6	97	115	-2
(55) O=C(O)c1ccc(Nc2ncnc3ccccc23)cc1
  102	-9	0	108	3	89	107	2
(56) CC1CN(CC(=O)Nc2nc3ccccc3s2)CC(C)O1 (centres undefined)
  95	-9	2	101	-3	86	94	20
(57) CN(Cc1nc2ccccc2c(=O)[nH]1)Cc1nc2ccsc2c(=O)[nH]1
  98	10	2	111	1	113	104	4
(58) O=C1CN(/N=C/c2ccc([N+](=O)[O-])o2)C(=O)N1
  101	-14	-7	96	0	100	113	-3
(59) O=C(Nc1ccc(N2CCCCC2)cc1)c1cccnc1Cl
  101	-3	6	99	2	92	100	-2
(60) C=CCOC(=O)C1=C(C)NC(=S)NC1/C=C/c1ccccc1 (centres undefined)
  111	6	2	104	-6	108	103	-1
(61) O=C(CSCc1cccc(Cl)c1)N1CCN(Cc2ccc3c(c2)OCO3)CC1
  109	2	3	98	3	100	95	20
(62) CN1CCN(C(c2ccc(F)cc2)c2nnnn2Cc2cccs2)CC1 (centres undefined)
  103	-3	-1	101	5	98	109	1

# Shown as a hit in MEP2 TOR yeast, of those listed so far:
no. | compound | RPL19A TOR yeast | procasp3 activ | GASC-1 inh | MEP2 TOR yeast | LAP4 TOR yeast | AHR act
27 | COc1ccc(C2=NN(C(=O)c3ccccc3)C(c3ccc(OC)c(OC)c3)C2)c(OC(C)=O)c1 (centres undefined) | 95 | 5 | 1 | + | 101 | 1

# From entry 31 up to 33, copied from above:
# Values run as follows: RPL19A TOR yeast	procasp3 activ	GASC-1 inh	MEP2 TOR yeast	procasp7 counter	LAP4 TOR yeast	Yeast superoxide	AHR act
(31) O=C(N=NC(=O)c1ccc2c(O)n(CC3CCCO3)c(O)c2c1)c1cccnc1 (centres undefined)
  99	-5	6	105	9	107	93	-2
(32) COc1cccc(/C=N\NC(C)=O)c1OC/C=C/c1ccccc1
  109	x	-8	102	x	85	99	x
(33) O=C(COC(=O)c1ccc(Cl)c(S(=O)(=O)N2CCCC2)c1)NCc1cccs1
  89	0	-3	129	5	116	105	0

# Taken from above:
# `COc1cccc(C(=O)N/N=C(/c2ccccc2)c2ccccn2)c1` | Yeast superoxide: 106
# `COC(=O)c1ccccc1NC(=O)CSc1nnnn1CC(=O)O` | LAP4 TOR yeast: 89
# `CC(=O)Nc1cccc(NC(=O)C2CC(=O)N(C3CCCCC3)C2)c1` (centres undefined) | AHR act: -2

# Gathered by group: those above containing a furan ring, fused or not
# Values run as follows: RPL19A TOR yeast	procasp3 activ	GASC-1 inh	MEP2 TOR yeast	procasp7 counter	LAP4 TOR yeast	Yeast superoxide	AHR act
(8) O=C(Nc1c(C(=O)N2CCN(c3ccccn3)CC2)oc2ccccc12)c1ccc([N+](=O)[O-])cc1
  103	4	-2	102	20	100	93	-1
(46) COc1ccc(OC)c(Nc2nc(C)nc3c2oc2ccccc23)c1
  95	-9	1	109	4	102	104	5
(58) O=C1CN(/N=C/c2ccc([N+](=O)[O-])o2)C(=O)N1
  101	-14	-7	96	0	100	113	-3
